hIAP inh – human IAP inhibitors, primary screen, biochemical, luminescence, uHTS; purified IAP, CDP-Star luminescence, 30 min; AID 2544, 2010; Intestinal-type alkaline phosphatase (Homo sapiens), P09923; 330,000 compounds, 0.12% hits; inhibition, % at 10 µM;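 active = inhibition reaching a set limit with compound at 10 µM in the primary screen, cut at about 35% in these data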;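 note: plate controls were DMSO wells with enzyme for no effect and no-enzyme buffer wells for full effect; values of inactives mirror those of a sister screen read the other way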
Target sequence (P09923 whole entry, looked up): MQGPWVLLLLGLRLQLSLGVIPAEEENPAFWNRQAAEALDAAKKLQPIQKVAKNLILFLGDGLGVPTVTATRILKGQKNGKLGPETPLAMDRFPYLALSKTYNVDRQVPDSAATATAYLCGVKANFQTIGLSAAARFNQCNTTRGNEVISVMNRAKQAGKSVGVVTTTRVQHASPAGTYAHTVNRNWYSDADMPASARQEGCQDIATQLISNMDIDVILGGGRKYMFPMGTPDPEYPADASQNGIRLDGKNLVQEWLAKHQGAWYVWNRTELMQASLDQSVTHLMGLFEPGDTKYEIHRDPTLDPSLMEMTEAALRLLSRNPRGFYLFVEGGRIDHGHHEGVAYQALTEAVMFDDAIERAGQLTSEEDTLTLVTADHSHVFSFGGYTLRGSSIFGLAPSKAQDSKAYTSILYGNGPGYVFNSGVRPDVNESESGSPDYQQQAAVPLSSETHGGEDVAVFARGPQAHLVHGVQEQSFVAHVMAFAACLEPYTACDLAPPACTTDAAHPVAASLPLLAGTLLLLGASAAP
MIN6 prolif – inducers of MIN6 beta-cell proliferation, primary screen, ATP luminescence, uHTS. MIN6 cells proliferation, ATPlite luminescence, 48 h; cells starved in 0.2% serum; 100% = growth in 10% serum. proliferation, % at 10 µM. 330,000 compounds, 0.29% hits. AID 2380, 2010;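 active = compounds whose signal lies at least 3.5 SD above the mean of all wells on their plate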;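 note: 0% = DMSO-treated cells in low-serum medium and 100% = 10% serum control; some compounds called inactive have numbers as strong as hits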
MPTP block – mitochondrial permeability transition pore inhibitors, primary screen, biochemical, isolated mouse mitochondria, absorbance | AID 602449, 2012 | inhibition, % at 10 µM | 360,000 compounds, 1.4% hits | Ca2+ swelling absorbance, 30 min;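 active = inhibition of 50% or more, scaled per plate between neutral and stimulator controls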;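 note: 0% = DMSO wells given calcium and 100% = 1 mM EGTA wells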
hIAP activ – human IAP activators, primary screen, biochemical, luminescence, uHTS. 330,000 compounds, 0.16% hits. activation factor at 10 µM. purified human IAP, CDP-Star luminescence, 30 min; active compounds read high; 1 = vehicle-only enzyme, 0 = enzyme-free background. Intestinal-type alkaline phosphatase (Homo sapiens), P09923. AID 2524, 2010;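 active = activation factor of the enzyme at least 2-fold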; note: the source names both 10 and 20 µM as test concentration; values of inactives mirror those of a sister screen read the other way
A3G deaminase – APOBEC3G DNA deaminase inhibitors, primary screen, biochemical, fluorescence, single-stranded DNA substrate, uHTS; DNA dC->dU-editing enzyme APOBEC-3G (Homo sapiens), Q9HC16; recombinant A3G, ssDNA deamination FAM/TAMRA fluorescence; inhibition, % at 20 µM; 330,000 compounds, 0.28% hits;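 active = inhibition of at least 40% at 20 µM, with no more than 30% in the related APOBEC3A deaminase screen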;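 note: plate controls were DMSO wells with A3G for no effect and wells lacking A3G enzyme for full effect; some compounds called inactive have numbers as strong as hits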
mIAP act – activators of mouse IAP, primary screen, biochemical, luminescence, uHTS | muIAP, CDP-Star luminescence, 30 min; active compounds read high; 1 = vehicle-only enzyme signal, 0 = enzyme-free wells | activation factor at 10 µM | 330,000 compounds, 0.24% hits;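 active = activation factor of at least 2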; note: the source names both 10 and 20 µM as test concentration; values of inactives mirror those of a sister screen read the other way
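Assay system: mouse IAP enzyme / Compound: DMSO-dissolved test compounds / Timing: 30 min, room temperature / Measured by: luminescence from enzymatic CDP-Star hydrolysis / Control set: DMSO-only wells, enzyme-free buffer wells as negative control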
A3A deaminase – APOBEC3A ssDNA deaminase inhibitors, primary screen, selectivity assay for APOBEC3G inhibitor project, biochemical, FAM/TAMRA oligo cleavage fluorescence; recombinant A3A, FAM/TAMRA ssDNA deamination fluorescence; inhibition, % at 20 µM; AID 493011, 2011; 330,000 compounds, 0.41% hits; DNA dC->dU-editing enzyme APOBEC-3A (Homo sapiens), P31941;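 active = at least 40% inhibition at 20 µM here, with at most 30% in a related deaminase screen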;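 note: plate controls were A3A with DMSO for no effect and wells lacking A3A enzyme for full effect; some results filed as inactive read as strong as hits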
Target sequence (P31941 whole entry, looked up): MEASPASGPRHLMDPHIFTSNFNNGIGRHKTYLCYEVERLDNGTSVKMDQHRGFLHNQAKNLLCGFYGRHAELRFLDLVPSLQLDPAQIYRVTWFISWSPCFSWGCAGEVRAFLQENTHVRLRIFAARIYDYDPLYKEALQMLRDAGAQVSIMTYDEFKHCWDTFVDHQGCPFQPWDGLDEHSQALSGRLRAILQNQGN
mIAP block – inhibitors of mouse IAP, primary screen, biochemical, luminescence, uHTS; intestinal alkaline phosphatase [Mus musculus]; purified mouse IAP, CDP-Star luminescence, 30 min; inhibition, % at 10 µM; 330,000 compounds, 0.2% hits; AID 2806, 2010;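 active = inhibition of at least 40% at 10 µM in the primary screen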;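 note: plate controls were DMSO with enzyme for no effect and no enzyme wells for full effect; values of inactives mirror those of a sister screen read the other way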
NR3A LBD binder – binders of NR3A ligand-binding domain, primary screen, biophysical, differential scanning fluorimetry, uHTS; Tm shift relative to glycine control, % at 25 µM; 340,000 compounds, 2.5% hits; NR3A LBD differential scanning fluorimetry, Tm shift; 0% = protein alone, 100% = glycine-bound protein;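 active = melting temperature shift of at least 10% of the positive control shift, at one fixed dose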
* hit, by the source's call.

Cc1ccc(NC(=O)COC(=O)Cc2ccccc2)cc1S(=O)(=O)N1CCOCC1 was read as hIAP inh -2.7, MIN6 prolif 2.0, MPTP block 0.4, hIAP activ 1.03, A3G deaminase -0.6, mIAP act 1.03, A3A deaminase -1.0, mIAP block -3.3 and NR3A LBD binder 1.0.
COC(=O)c1c(CSc2cccc(C)c2)noc1C(=O)NCc1ccco1 was read as hIAP inh -0.9, MIN6 prolif 7.7, MPTP block 1.2, hIAP activ 1.01, A3G deaminase -5.1, mIAP act 1.02, A3A deaminase -0.4, mIAP block -1.8 and NR3A LBD binder -0.6.
Screening Cc1ccc(C(=O)O/N=C(\N)c2cccc([N+](=O)[O-])c2)cc1 returned hIAP inh 14.2, MIN6 prolif -5.8, MPTP block 0.4, hIAP activ 0.858, A3G deaminase -9.1, mIAP act 0.992, A3A deaminase -2.1, mIAP block 0.8 and NR3A LBD binder 12.9*.
`Cc1ccc(CNC(=O)c2ccc3c(=O)c(O)c(-c4ccc(C)cc4)[nH]c3c2)cc1` gave hIAP inh -36.6, MIN6 prolif -7.6, MPTP block 8.7, hIAP activ 1.37, A3G deaminase -4.1, mIAP act 0.977, A3A deaminase 1.7, mIAP block 2.3 and NR3A LBD binder -3.7.
CCCN(CCC)C(=O)c1ccc2nc(-c3ccc(OC)c(OC)c3)c(-c3ccc(OC)c(OC)c3)nc2c1 was read as hIAP inh 18.3, MIN6 prolif -4.7, MPTP block 1.8, hIAP activ 0.817, A3G deaminase -8.2, mIAP act 1.02, A3A deaminase -2.5, mIAP block -1.8 and NR3A LBD binder -1.2.
`Cc1cc(-c2nnc3n2N=C(c2ccc(-c4ccccc4)cc2)CS3)n[nH]1` gave hIAP inh -5.0, MIN6 prolif -4.0, MPTP block -1.6, hIAP activ 1.05, A3G deaminase -8.4, mIAP act 0.945, A3A deaminase -4.6, mIAP block 5.5 and NR3A LBD binder -8.9.
Screening O=C(COC(=O)C1CCC1)NCc1ccccc1 returned hIAP inh 9.8, MIN6 prolif 10.1, MPTP block -1.9, hIAP activ 0.902, A3G deaminase -5.1, mIAP act 0.937, A3A deaminase 2.1, mIAP block 6.3 and NR3A LBD binder -0.9.
CCOc1ccc(/C=N/NC(=O)C2(O)c3ccccc3-c3ccccc32)cc1 was read as hIAP inh -0.6, MIN6 prolif 0.0, MPTP block 2.0, hIAP activ 1.01, A3G deaminase -0.6, mIAP act 0.965, A3A deaminase -3.7, mIAP block 3.5 and NR3A LBD binder -5.3.
For O=S(=O)(c1ccc(SCc2ccc(Cl)cc2)nc1)N1CCCC1 the results were hIAP inh -11.7, MIN6 prolif -4.0, MPTP block -0.1, hIAP activ 1.12, A3G deaminase -10.2, mIAP act 0.988, A3A deaminase -0.7, mIAP block 1.2 and NR3A LBD binder -4.3.
Cc1ccc(C)c(N(C(=O)c2snc(C(N)=O)c2N)C(C(=O)NCC2CCCO2)c2ccc(C)o2)c1 (stereo not given) was read as hIAP inh 3.5, MIN6 prolif 4.7, MPTP block 1.3, hIAP activ 0.965, A3G deaminase -2.1, mIAP act 1.04, A3A deaminase -5.0, mIAP block -3.7 and NR3A LBD binder -4.3.
Screening COc1ccccc1-c1n[nH]c(=S)o1 returned hIAP inh 11.3, MIN6 prolif -1.4, MPTP block -1.8, hIAP activ 0.887, A3G deaminase -5.4, mIAP act 1.05, A3A deaminase -4.2, mIAP block -5.5 and NR3A LBD binder 2.7.
Screening Brc1cccc(-c2nnc3sc(CNC4CCCC4)cn23)c1 returned hIAP inh 11.2, MIN6 prolif 2.6, MPTP block 1.1, hIAP activ 0.888, A3G deaminase -6.8, mIAP act 0.933, A3A deaminase -3.7, mIAP block 6.7 and NR3A LBD binder -0.6.
CC(C)COc1ccc(C(=O)N(Cc2ccco2)C2CCS(=O)(=O)C2)cc1 (stereo not given) was read as hIAP inh -2.1, MIN6 prolif -1.4, MPTP block -0.2, hIAP activ 1.02, A3G deaminase -0.4, mIAP act 1.02, A3A deaminase 5.9, mIAP block -2.4 and NR3A LBD binder 0.8.
Screening O=C1c2ccccc2C(=O)C1c1ccccc1 returned hIAP inh 3.2, MIN6 prolif -3.9, MPTP block -0.6, hIAP activ 0.968, A3G deaminase -10.8, mIAP act 1.04, A3A deaminase -4.1, mIAP block -3.7 and NR3A LBD binder 0.3.
Screening Cc1cc(C)c(OCC(=O)NCC(c2ccco2)N2CCCCC2)c(C)c1 (stereo not given) returned hIAP inh -3.3, MIN6 prolif -1.1, MPTP block 0.8, hIAP activ 1.03, A3G deaminase -7.3, mIAP act 1.2, A3A deaminase -1.0, mIAP block -19.7 and NR3A LBD binder -1.0.
Cc1onc(C(=O)NN)c1C(=O)N1CCN(C(c2ccccc2)c2ccccc2)CC1 was read as hIAP inh -16.5, MIN6 prolif -5.0, MPTP block -0.9, hIAP activ 1.17, A3G deaminase -4.2, mIAP act 0.933, A3A deaminase -3.4, mIAP block 6.7 and NR3A LBD binder -2.7.
Cc1sc2nc(C(C)C)nc(SCC(=O)NC3CC3)c2c1C was read as hIAP inh 19.3, MIN6 prolif 0.0, MPTP block 2.2, hIAP activ 0.807, A3G deaminase -5.2, mIAP act 0.976, A3A deaminase -0.7, mIAP block 2.4 and NR3A LBD binder -1.7.
For CCOc1ccc(S(=O)(=O)N2CCC(C(=O)NC3CCCCC3)CC2)cc1 the results were hIAP inh -30.7, MIN6 prolif -2.6, MPTP block -1.2, hIAP activ 1.31, A3G deaminase -9.0, mIAP act 1.04, A3A deaminase -1.3, mIAP block -4.5 and NR3A LBD binder 0.2.
Screening Cc1c(-c2cccs2)[n+](=O)c2c(n1[O-])CCCC2 returned hIAP inh -30.0, MIN6 prolif -2.5, MPTP block -0.2, hIAP activ 1.3, A3G deaminase -2.0, mIAP act 0.973, A3A deaminase -1.6, mIAP block 2.7 and NR3A LBD binder 1.4.
`NC(=S)N1OC[C@@H]2COc3ccc4ccccc4c3[C@@H]21` gave hIAP inh -12.4, MIN6 prolif 0.6, MPTP block -0.1, hIAP activ 1.12, A3G deaminase 1.7, mIAP act 1.04, A3A deaminase -0.6, mIAP block -3.6 and NR3A LBD binder -0.4.

Two entries drawn at random from those above:
Cc1ccc(NC(=O)COC(=O)Cc2ccccc2)cc1S(=O)(=O)N1CCOCC1 was read as hIAP inh -2.7, MIN6 prolif 2.0, MPTP block 0.4, hIAP activ 1.03, A3G deaminase -0.6, mIAP act 1.03, A3A deaminase -1.0, mIAP block -3.3 and NR3A LBD binder 1.0.
Screening O=C(COC(=O)C1CCC1)NCc1ccccc1 returned hIAP inh 9.8, MIN6 prolif 10.1, MPTP block -1.9, hIAP activ 0.902, A3G deaminase -5.1, mIAP act 0.937, A3A deaminase 2.1, mIAP block 6.3 and NR3A LBD binder -0.9.

More structures:
For O=C(c1ccc(Cn2cc(Br)cn2)o1)N1N=C(C(F)F)CC1(O)C(F)F (stereo not given) the results were hIAP inh 8.2, MIN6 prolif -0.7, MPTP block -1.5, hIAP activ 0.918, A3G deaminase -4.9, mIAP act 0.928, A3A deaminase 2.6, mIAP block 7.2 and NR3A LBD binder 0.4.
For O=C(/C=C/c1ccccc1Cl)N1CCN(c2ncccn2)CC1 the results were hIAP inh -4.6, MIN6 prolif 0.0, MPTP block 1.2, hIAP activ 1.05, A3G deaminase -7.1, mIAP act 1, A3A deaminase 2.2, mIAP block -0.2 and NR3A LBD binder 2.3.
O=C(NCCc1ccccc1)c1ccc([N+](=O)[O-])cc1 was read as hIAP inh -12.0, MIN6 prolif -0.5, MPTP block -0.7, hIAP activ 1.12, A3G deaminase -5.2, mIAP act 1.01, A3A deaminase -1.5, mIAP block -0.6 and NR3A LBD binder -0.3.
`COC(=O)CCCCCN1C(=O)/C(=C\c2ccncc2)SC1=S` gave hIAP inh -33.3, MIN6 prolif -3.9, MPTP block 35.9, hIAP activ 1.33, A3G deaminase -3.9, mIAP act 0.955, A3A deaminase -3.5, mIAP block 4.5 and NR3A LBD binder 3.7.
`Cc1ccc(C2CC(c3ccco3)n3nc(N)nc3N2)cc1` (stereo not given) gave hIAP inh -3.3, MIN6 prolif 1.1, MPTP block -1.9, hIAP activ 1.03, A3G deaminase -2.2, mIAP act 0.871, A3A deaminase -0.2, mIAP block 12.9 and NR3A LBD binder -0.3.
`COc1cc(OC)cc(C(=O)OCc2cc3ccccc3[nH]c2=O)c1` gave hIAP inh 3.8, MIN6 prolif -3.6, MPTP block -0.9, hIAP activ 0.962, A3G deaminase 3.5, mIAP act 0.735, A3A deaminase 5.7, mIAP block 26.5 and NR3A LBD binder 0.0.
Screening COc1ccc(CNC(=O)c2c(O)c3cccc4c3n(c2=O)CCC4)cc1OC returned hIAP inh -15.1, MIN6 prolif -0.9, MPTP block -7.6, hIAP activ 1.15, A3G deaminase -7.0, mIAP act 0.923, A3A deaminase -1.5, mIAP block 7.7 and NR3A LBD binder 1.6.
Screening Nc1ncn(C(=O)c2ccco2)n1 returned hIAP inh 7.1, MIN6 prolif -2.1, MPTP block -2.7, hIAP activ 0.929, A3G deaminase -2.7, mIAP act 0.957, A3A deaminase -3.5, mIAP block 4.3 and NR3A LBD binder 0.0.
`CC(C)(CO)NCc1cccc(OCc2ccc(Cl)cc2)c1` gave hIAP inh -7.4, MIN6 prolif 0.0, MPTP block 0.3, hIAP activ 1.07, A3G deaminase -5.2, mIAP act 1.02, A3A deaminase -1.1, mIAP block -1.8 and NR3A LBD binder -0.7.
`Cc1cc(C)cc(OC(=O)CN2C(=O)c3ccccc3C2=O)c1` gave hIAP inh 7.2, MIN6 prolif 1.8, MPTP block 0.3, hIAP activ 0.928, A3G deaminase -8.1, mIAP act 0.985, A3A deaminase -1.5, mIAP block 1.5 and NR3A LBD binder 0.5.
For Cc1cc(C)n(-c2nc3ccccc3nc2N2CCOCC2)n1 the results were hIAP inh 8.4, MIN6 prolif 0.2, MPTP block -2.8, hIAP activ 0.916, A3G deaminase -1.5, mIAP act 1.01, A3A deaminase 1.6, mIAP block -1.0 and NR3A LBD binder 2.4.
For COc1ccc(C(C(=O)NCCC(C)C)N(CCN2CCOCC2)C(=O)Cn2nnc3ccccc32)c(OC)c1 (stereo not given) the results were hIAP inh -12.8, MIN6 prolif -1.4, MPTP block -1.4, hIAP activ 1.13, A3G deaminase -0.6, mIAP act 0.958, A3A deaminase 0.4, mIAP block 4.2 and NR3A LBD binder -0.1.
For CS(=O)(=O)c1ccc(Cl)c(NC(=O)CCc2ccccc2)c1 the results were hIAP inh 2.4, MIN6 prolif -1.1, MPTP block -0.2, hIAP activ 0.976, A3G deaminase -6.2, mIAP act 0.949, A3A deaminase -0.7, mIAP block 5.1 and NR3A LBD binder -2.4.

Assay outcomes (PubChem)
